# NR5A2 inv ag: inverse agonists of human LRH-1 (NR5A2). O00482. HEK293T StAR-luciferase reporter, LRH-1 transfected, 24 h. inhibition, % at 3.6 µM. 0.13% of 360,000 active. AID 602396;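 active = inhibition above the mean inhibition of all tested compounds plus 3 SD, cut at about 73% in these data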;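 note: 0% = DMSO wells and 100% = reporter-only cells lacking LRH-1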
# LMP1 NFkB inh: inhibitors of Epstein-Barr LMP1-induced NF-kappaB reporter; LMP1-induced NF-kappaB luciferase reporter cells, luminescence; AID 504558; inhibition, % at 12.5 µM; 0.69% of 350,000 active; in the data active = inhibition above about 41%;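 note: 0% = neutral control wells and 100% = reference inhibitor control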
# SRC3 inh: inhibits human SRC3 coactivator; 0.17% of 360,000 active; inhibition, % at 3.6 µM; Q9Y6Q9; HEK293 GAL4-SRC3 luciferase reporter, luminescence;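 active = inhibition above a per-campaign cutoff, the mean of all compounds plus 3 SD, cut at about 60% in these data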;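 note: 0% = DMSO-treated cells and 100% = gossypol-treated cells at 36 µM; higher means less SRC3-driven luciferase light from the GAL4 reporter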
# TROY NFkB inh: inhibitors of TROY-dependent NF-kB signaling; Q293 LMP1-TROYcd NF-kB luciferase reporter, 4 h; AID 1347056; inhibition, % at 10 µM; 0.98% of 360,000 active;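 active = compounds whose plate-normalised and pattern-corrected inhibition of the luciferase reporter signal at the single screening dose is 50% or more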
# NCOA2 inhibitor: inhibits human steroid receptor coactivator 2; Q15596; HEK293 GAL4-SRC2 luciferase reporter, luminescence; inhibition, % at 9 µM; 0.17% of 370,000 active; AID 651957;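 active = inhibition above the mean inhibition of all tested compounds plus 3 SD, set per campaign, cut at about 52% in these data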;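 note: 0% = DMSO treated cells and 100% = cells given Gossypol at 36 µM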
# C8 TRAIL sens: caspase-8 TRAIL sensitization | NB7+C8 cells + TRAIL, ATPlite viability luminescence | inhibition (viability loss, TRAIL sensitization), % at 10 µM | 1% of 360,000 active | AID 624354;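 active = compounds causing at least 50% loss of cell viability in the single-dose screen, relative to plate controls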
# Vif inh: blocks HIV Vif function; HEK293T cells, Vif self-association by quenched fluorescence, imaging, 24 h; inhibition, % at 7.49 µM; 0.35% of 340,000 active; in the data active = inhibition above about 50%, passing the limit was not always enough; note: some results filed as inactive read as strong as hits
# SRC1 inh: inhibitors of human steroid receptor coactivator 1 (SRC1). Q15788. HEK293 GAL4-SRC1 luciferase reporter, luminescence. inhibition, % at 3.6 µM. 0.12% of 360,000 active;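 active = inhibition above the campaign mean plus 3 SD, with each screening campaign given its own cutoff, cut at about 60% in these data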;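 note: 0% = DMSO treated cells and 100% = gossypol at 36 µM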
# TLR9-MyD88 inh: inhibitors of human TLR9-MyD88 binding | Q9NR96+Q99836 | CHO BLA complementation TLR9-MyD88, CCF4 FRET ratio | inhibition, % at 4.98 µM | 0.21% of 340,000 active | AID 504734;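 active = inhibition above the mean over all tested compounds plus 3 SD, cut at about 21% in these data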;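 note: 0% = DMSO only wells and 100% = clavulanate BLA inhibitor control wells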
# NOD2 RIPK2 PPI: blocks binding of human NOD2 to RIPK2; CHO BLA complementation NOD2-RIPK2, CCF4 ratio; inhibition, % at 4.98 µM; 0.38% of 360,000 active; AID 624267; in the data active = inhibition above about 21%;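 note: 0% = vehicle only and 100% = reference blocker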
# COUP-TFII inh: inhibitors of human COUP-TFII (NR2F2) | HEK293T NGFI-A luciferase reporter, luminescence | 0.7% of 370,000 active | P24468 | inhibition, % at 8.6 µM;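 active = inhibition above a per-plate cutoff, mean inhibition of test wells between control levels plus 3 SD, cut at about 38% in these data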;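 note: cells cotransfected with COUP-TFII expression vector driving the NGFI-A reporter; 0% = median of COUP-TF2 test wells and 100% = reporter-only cells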
# Target sequence (P24468 whole entry, looked up): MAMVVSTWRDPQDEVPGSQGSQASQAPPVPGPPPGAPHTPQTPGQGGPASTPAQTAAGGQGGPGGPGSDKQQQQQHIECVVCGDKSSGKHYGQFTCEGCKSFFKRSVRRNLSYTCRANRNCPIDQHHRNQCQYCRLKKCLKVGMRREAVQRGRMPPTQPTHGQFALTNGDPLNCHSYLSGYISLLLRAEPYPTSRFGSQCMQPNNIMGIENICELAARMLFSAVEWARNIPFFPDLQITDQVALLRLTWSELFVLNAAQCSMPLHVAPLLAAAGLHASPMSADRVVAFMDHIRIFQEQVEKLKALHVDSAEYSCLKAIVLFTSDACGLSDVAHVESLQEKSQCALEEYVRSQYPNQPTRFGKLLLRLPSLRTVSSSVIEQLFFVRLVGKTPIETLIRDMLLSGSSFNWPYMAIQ
# The depositor's hits bear a star; · = no result given.
SMILES,NR5A2 inv ag,LMP1 NFkB inh,SRC3 inh,TROY NFkB inh,NCOA2 inhibitor,C8 TRAIL sens,Vif inh,SRC1 inh,TLR9-MyD88 inh,NOD2 RIPK2 PPI,COUP-TFII inh
C/C=C1\COC(C(=O)NCc2ccccc2)(C(F)(F)F)C=C1C=C(C)C (centres undefined),3,5,-8,-10,-31,20,5,-26,1,-4,1
CC(C(=O)NC1CCCc2ccccc21)N1CCN(c2ccc(F)cc2)CC1 (centres undefined),-10,9,1,13,6,1,-5,4,-2,14,6
NC(=O)c1c(NC(=O)c2ccccc2F)sc2c1CCCC2,-121,-5,-74,-21,-44,23,3,-91,7,-18,-37
Cn1c(-c2ccccc2)c(C#Cc2ccc(N)cc2)c2ccccc21,8,-7,1,-7,8,-2,0,-7,-1,-11,0
COc1cccc(CNc2ccc(F)c(Cl)c2)c1O,-39,-18,-33,-70,-31,-5,3,-45,-1,3,-24
C=CCC[C@H](Cc1ccc(F)cc1)C(=O)OC[C@@H](NC(=O)[C@@H](CC=C)CC(=O)N[C@H](CO)Cc1ccccc1)C(C)(C)C,7,9,-9,37,1,-3,-1,-3,-6,-10,13
NC(=O)CSc1nc(-c2ccccc2)nc2c1CCCC2,4,3,-4,6,16,2,-4,-13,2,-2,-4
Cc1nc2cc(N)ccc2n1-c1ccccc1,-30,-7,7,8,-4,8,0,-23,-6,5,0
O=C(Cn1cnc2ccccc2c1=O)NCC(=O)N1CCOCC1,11,-4,4,11,0,-14,2,1,9,-10,-13
CC1CC2(CC(CN(C3CCCCC3)C3CCCCC3)OC2=O)C(=O)O1 (centres undefined),17,·,11,9,·,3,2,6,·,-2,·
CCn1c(SCC(=O)N2CCN(c3cccc(Cl)c3)CC2)nc2ccccc2c1=O,3,3,27,33,22,4,3,-23,-7,1,-4
COc1cccc(C(O)c2nc(-c3cccc(C(=O)O)c3)cs2)c1 (centres undefined),-61,·,-38,-23,-19,-9,-4,-27,·,-15,-6
CCC(C)(C)C1CCc2[nH]nc(C(=O)NC(C)C)c2C1 (centres undefined),7,3,5,9,-5,-7,·,11,1,0,-11
CN1CCN(C(=O)N(c2ccccc2)c2ccccc2)CC1,-12,1,14,2,-5,5,-2,-9,4,-11,5
CC1CN(C(=O)c2cccc(C(=O)N3CC(C)OC(C)C3)c2)CC(C)O1 (centres undefined),17,4,13,-10,-10,-8,-4,-5,7,-7,-8
COc1ccc(N=Cc2ccc(-c3ccccc3)o2)cc1,-27,-9,8,-10,-33,-3,1,-8,-13,-2,-15
CCc1ccc(NC(=O)CS(=O)CC(=O)NCCCc2ccccc2)cc1 (centres undefined),-14,-7,-5,12,-9,-15,-4,-16,1,-7,7
O=C(NCc1cccnc1)c1cc(C2CCCN(C(=O)c3ccc4c(c3)CCO4)C2)on1 (centres undefined),4,·,10,3,-13,11,4,-9,·,4,-13
N#Cc1c(/N=C/c2cccnc2)sc2c1CCCC2,12,·,18,6,1,4,1,-31,·,3,-8
O=C1C(=C2CCCCC2)SC(=S)N1Cc1ccco1,-18,44*,5,-15,-5,7,-9,9,4,3,-2
CSc1ccc(/C=N/NC(=O)c2ccc(-n3cnnn3)cc2)cc1,3,14,8,35,4,1,2,-9,-10,5,0
Cn1c(=O)[nH]c(=O)c2c1nc1n2CC(COc2ccc3ccccc3c2)O1 (centres undefined),-7,1,15,-1,4,3,-1,8,-1,-8,28
Cc1ccc(NC(=O)CSCC(=O)Nc2nnc(C)s2)cc1,-23,-2,-15,-2,-1,-26,11,1,5,-5,2
Cc1[nH]n(-c2cccc(Cl)c2)c(=O)c1/C=N/n1c(C)nc2ccccc2c1=O,-11,4,-17,-6,-1,8,13,-18,-7,3,-2
COCCNC(=O)Cn1cc(C(=S)N2CCCCC2)c2ccccc21,-3,1,-18,1,11,11,-4,-21,-5,-10,9
O=C(Nc1ccc2c(c1)OCO2)c1cc(-c2ccccc2Cl)on1,-130,-32,-53,-70,-27,40,-4,-76,-1,-8,-34
CCc1ccc(N(C(C)=O)C2C=CS(=O)(=O)C2)cc1 (centres undefined),-27,0,6,12,4,-1,-3,-22,-1,4,7
O=C(OC1CCCCC1=O)c1ccc(F)c(S(=O)(=O)N2CCOCC2)c1 (centres undefined),-24,-11,2,-12,·,-1,4,2,11,1,·
CC(CNS(=O)(=O)c1ccccc1)Sc1nncn1C (centres undefined),4,-5,8,-3,-14,6,4,4,3,3,14
Cc1c(C(=O)O)sc2ncn(C)c(=O)c12,-11,5,3,2,-32,-15,28,-24,3,2,15
Clc1ccc(-c2nnc(NCc3ccccc3)c3ccccc23)cc1,-12,0,21,37,-14,-13,-13,-15,-2,-3,-2
COC(=O)C(C)(N)Cc1ccc(O)cc1 (centres undefined),-4,-1,9,7,-7,-10,-2,3,6,5,1
COc1ccc(NC(=O)CSc2nnc(Cn3cnc4ccccc43)n2C)cc1,20,1,7,-3,-11,1,-2,1,11,-2,9
O=C(CNC(=S)N(Cc1ccc(F)cc1)C1CCCCC1)NCCN1CCOCC1,0,3,2,-4,18,-9,-6,6,-1,2,-2
C=CCNc1nc(-c2ccccc2)nc(-n2ccnc2)n1,2,-4,-4,-17,17,7,7,-12,1,-2,12
COc1ccc(C(O)c2nc(-c3cc(F)cc(Cl)c3)cs2)cc1 (centres undefined),10,·,0,1,-8,-10,-2,-20,·,-6,14
CCC(=O)N/C(=N\OCc1ccc(F)cc1)c1nonc1NC(=O)CC,15,6,0,-2,-8,-3,3,1,4,-5,20
C/C(=N\NC(=O)c1ccc2c(c1)OCO2)c1ccc(C(=O)O)s1,-61,-4,-31,-53,-26,-6,0,-35,-30,3,-38
COCCn1nnnc1C(c1cc2cc(C)ccc2[nH]c1=O)N1CCCCCC1 (centres undefined),4,1,-10,-25,·,-7,1,3,-6,-12,·
CC1CN(C(=O)/C=C/c2ccccc2Cl)CC(C)O1 (centres undefined),-4,-4,-18,2,16,-15,1,5,3,2,5
O=C1OCCC/C1=C\c1ccc2c(c1)OCO2,-13,-1,-1,-5,-6,3,-1,-27,-1,10,3
CCN(CC)CCN1C(=O)C(O)=C(C(=O)c2cccs2)C1c1ccccn1 (centres undefined),-4,-19,-21,20,-16,2,15,-7,2,6,-4
O=C(Nc1ccc(S(=O)(=O)Nc2cnc3ccccc3n2)cc1)c1ccccc1Br,-10,1,-12,14,-18,14,3,-9,5,9,-24
O=C(Nc1ccc(F)c(Cl)c1)c1csc([C@H]2C[C@H](O)[C@@H](CO)O2)n1,-100,·,-85,-33,-50,-2,54*,-61,·,2,-14
CC(Sc1ccccc1)C(=O)N1CCN(S(=O)(=O)c2cccc(Br)c2)CC1 (centres undefined),-12,-6,5,3,9,-3,-7,1,-18,-9,13
CCOC(=O)[C@H]1[C@H]2COc3ccccc3[C@@H]2N2C(=O)CN(CC3CCCO3)C(=O)[C@@]12C (some centres undefined),-10,-1,0,3,11,0,13,3,6,-5,-15
CC(C)(C)C(=O)Nc1cccc(-c2nc3ccccc3c(=O)o2)c1,-21,13,-12,0,-3,59*,-6,-21,3,3,-8
O=C(COC(=O)C1CCC1)Nc1cc(S(=O)(=O)N2CCCCC2)ccc1Cl,-10,5,-1,6,4,-25,7,-13,-5,-14,-1
COc1ccc(OC)c(NC(=O)c2ccc(OCC(=O)N3CCOCC3)c(OC)c2)c1,-3,6,-12,-11,4,-3,-4,2,-5,-7,-21
CCOc1cccc(C(=O)NC(=S)Nc2cccc(C)c2)c1,-57,-17,-36,-50,-10,-13,0,-41,6,-8,-20
CCC(C)[C@@H](C(=O)Nc1ccc2c(c1)OCO2)N1Cc2ccccc2C1=O (some centres undefined),-10,4,13,-12,-19,-14,5,1,-4,2,13
Cc1ccc(C)c(OCCC(=O)OCC(=O)NCc2ccccc2)c1,-3,-6,9,-24,-15,10,4,-14,7,2,-4
COCCn1nnnc1C(c1ccc(OC)cc1)N1CCC(C)CC1 (centres undefined),13,-6,-5,7,-28,-3,16,1,1,-7,-6

# Screening results from PubChem.

# Not all compounds are listed (hit frequency here may not be typical).
